Screening results from PubChem BioAssay.
p53ts 32C kill: qHTS Screen for Compounds that Selectively Target Cancer Cells with p53 Mutations: Cytotoxicity of p53ts Cells at the Permissive Temperature; AID 924, 2007; Potency, µM (titrated, usually from 46.1 µM), for the others: at the highest dose activity change, negative = cytotoxicity, actives largely listed as cytotoxic; H1299-p53A138V at 32C, ATP luminescence viability, 24 h; 130,000 compounds, 0.93% hits;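 note: 0% = DMSO and -100% = full killing by reference compound; nearly all actives have a fitted effect of over 55% in size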
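H1299-p53 A138V cells (temperature-sensitive p53) exposed 24 h to up to 46 uM compound at 32C, where p53 is wild-type in conformation. Viability read as ATP luminescence and normalised to DMSO and 100 uM tamoxifen. AC50 fitted with the Hill equation.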
p53ts 39C tox: qHTS Screen for Compounds that Selectively Target Cancer Cells with p53 Mutations: Cytotoxicity of p53ts Cells at the Nonpermissive Temperature; H1299-p53A138V viability at 39C, ATP luminescence, 24 h; Potency, µM (top dose mostly 46.1 µM), for inactives: at the highest dose activity change, negative = cell killing, actives largely listed as cytotoxic; 130,000 compounds, 1.5% hits; AID 902, 2007; note: nearly all actives have a fitted effect of over 55% in size
Peg3 imprint: qHTS Assay for Compounds that Induce Erasure of Genomic Imprints; mouse ES Peg3-LacZ reporter, beta-gal luminescence, 40 h; Potency, µM (series often up to 60.7 µM), inactives show at the highest dose activity change, positive = activation, usual class: activators; 110,000 compounds, 0.02% hits; AID 1948, 2009;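 note: 0% = negative control wells on the plate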
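Imprint erasure is scored as LacZ activity from the silenced maternal Peg3 allele in feeder-free female ES cells cultured 40 h with LIF. Luminescence is normalized to in-plate negative controls and fitted to the Hill equation.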
IkB sig inh: IkB Signaling; 110,000 compounds, 0.04% hits; Potency, µM (series often up to 57.1 µM), for the others: top-dose IkBa stabilization activation; ABC-DLBCL IkBa-CBG/CBR dual luciferase ratio, 4 h; response scale: scaled: untreated 0%, proteasome inhibitor 100%; active = well fitted curve in the direction sought with a large enough effect in the signal ratio, not every such curve was filed as active; inconclusive = small, poorly fitted or top-dose-only effect, or a change in a side signal; the % refers to the signal ratio;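 note: the direction sought is a rising ratio; 0% = basal untreated cells and 100% = reference inhibitor full response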
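In this assay, an IκBα–CBG68 fusion accumulates when IKK-driven degradation is blocked; native CBR normalizes for cell number. OCI-Ly3 cells were treated 4 h with compound and doxycycline, then green and red light read after Chroma-Glo addition.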
An asterisk follows results filed as active; ? = inconclusive; · = no result given; [ ] = remark or other dose. Unless noted, calls come from the whole dose curve; as a rule, active = well fitted curve in the direction sought with a large enough effect; inconclusive = small, poorly fitted or top-dose-only effect, or another doubt; inactive = no such curve, though single readings can be large; an effect the other way counts as inactive or inconclusive. Unless noted, % is set by controls: 0 for no effect and ±100 for the full control effect; potency is the fitted concentration of half-maximal effect.

SMILES	p53ts 32C kill	p53ts 39C tox	Peg3 imprint	IkB sig inh
O=C(Cc1ccc(Cl)cc1)NCC(c1cccs1)S(=O)(=O)c1ccccc1 (stereo unspecified)	5%	-17%	2%[10.9 µM]	?
CCOC(=O)N1CCN(C(=O)CNC(=O)Cc2ccc(Cl)cc2)CC1	6%	14%	-12%	0.6%
COc1ccc(Cn2c(C(=O)O)c(CNC3CCCC3)c3ccc(C)cc32)cc1	-3%	1%	5%[10.9 µM]	1.5%
COc1ccc(NC(=O)CSC2=Nc3ccccc3C3=NC(Cc4ccccc4)C(=O)N23)cc1 (stereo unspecified)	5%	-3%	-11%[10.9 µM]	0.8%
Cn1c(NC(=O)c2cccnc2)nc2ccccc21	?	?	-86%[inhibitor]	3.8%
COc1cccc(C2CC(c3ccccc3Cl)n3nnnc3N2)c1 (stereo unspecified)	-2%	-19%	-3%	1.7%
Cc1ccc(NC(=O)CSc2nnc(C)n2-c2ccccc2)cc1	-2%	-1%	·	·
CCOC(=O)c1cccc(NC(=O)C2CCCN(S(=O)(=O)c3c(C)n[nH]c3C)C2)c1 (stereo unspecified)	-2%	-2%	-14%	0.6%
COc1ccc(C(=O)NCC(c2cccnc2)N2CCN(c3ccccc3F)CC2)cc1OC (stereo unspecified)	-1%	-5%	21%[10.9 µM]	1.7%
CC(C)c1nnc(NC(=O)c2ccc(N3C(=O)CCC3=O)cc2)s1	10%	0%	-6%	-1.5%
COc1ccc(C2(C(=O)N3CCOCC3)CCOCC2)cc1OC	12%	19%	-1%	0.2%
COc1ccc(Br)cc1CNC(=O)c1ccc2c(c1)N(Cc1ccc(C)cc1)CCS2	8%	5%	-10%[10.9 µM]	-2.2%
CCCNC(=O)c1cnn2c(C(F)F)cc(-c3ccccc3)nc12	7%	27%	-15%[10.9 µM]	?
COc1ccc(N2CCN(C(=O)CCc3c(C)nc4cc(-c5ccc(OC)cc5OC)nn4c3C)CC2)cc1	10%	-20%	-6%[10.9 µM]	?
CCOc1ccc(C(=O)NCC2CCCO2)cc1 (stereo unspecified)	-9%	3%	-25%	-0.7%
O=C(CSc1nc(O)c(C2CCCCC2)c(=O)[nH]1)NCC1CCCO1 (stereo unspecified)	-17%	2%	-10%	0.1%
Cc1nnc(NC(=O)CSc2nnc(CCc3nc4ccccc4[nH]3)n2C)s1	-11%	7%	-3%	3.2%
CCOc1cc(C2CC(=O)Nc3c2c(=O)nc(SCc2cccc(Cl)c2)n3C)ccc1O (stereo unspecified)	?	-10%	?	?
CCNC(=O)CC1C(=O)N(c2ccc(OC)cc2)C(=O)N1Cc1ccc(OC)cc1 (stereo unspecified)	-4%	6%	-9%	-0.6%
Cc1ccc(NC(=O)C2C3C=CC4(CN(Cc5cccnc5)C(=O)C24)O3)cc1 (stereo unspecified)	-2%	-4%	-6%	-3.0%
COc1cccc(Nc2ncc3nc(-c4ccccc4)c(=O)n(Cc4cccs4)c3n2)c1	-21%	6%	?	-1.9%[11.4 µM]
c1ccc(N2CCN(c3nc4ccccc4n4nnnc34)CC2)cc1	7%	0%	-5%	?
Cc1cc(Nc2nc3c(c(=O)n(C)c(=O)n3C)n2C)n(-c2ccc(Cl)cc2)n1	23%	16%	16%	2.1%
CCOC(=O)c1cccc(NC(=O)N2CC(CC)Oc3ccccc32)c1 (stereo unspecified)	-1%	-21%	-5%[10.9 µM]	1.5%
O=C(NNS(=O)(=O)c1ccccc1)C1CCN(S(=O)(=O)c2ccc(Cl)cc2)CC1	0%	5%	·	·
CCOC(=O)CNc1c(-c2ccc(F)cc2)nc2cnccn12	1%	-6%	-16%	0.2%
Cc1ccc(CNC(=O)CCCCCn2c(=O)[nH]c3ccccc3c2=O)cc1	-5%	-23%	-9%[10.9 µM]	?
CCOC(=O)c1c(N)sc2c(O)c(Br)ccc12	25%	4%	-6%	-2.8%
CCc1cccc(-n2nnc(-c3nc(-c4ccccc4Cl)no3)c2N)c1	-3%	4%	4%[10.9 µM]	-0.5%
Cc1ccccc1OCCn1cc(C(=O)c2ccco2)c2ccccc21	14%	-12%	-10%[10.9 µM]	?
Cc1cccc(CNc2nc(-c3cccc(NS(C)(=O)=O)c3)nc3ccccc23)c1	?	?	-19%	-4.2%[11.4 µM]
Cc1cc(C)nc(/N=C/c2c(O)n(C)c(=O)n(C)c2=O)n1	9%	1%	23%	0.5%
O=C1CCC(=O)N1CNc1cccnc1	-4%	9%	2%	2.8%
Cc1csc(NC(=O)Nc2ccc(Cl)cc2)n1	-6%	-4%	-13%	?
Cn1c(SCC(=O)c2ccc3c(c2)OCO3)nnc1C1COc2ccccc2O1 (stereo unspecified)	-4%	-2%	-4%	0.9%
CCOC(=O)c1ccc(CN(Cc2ccccc2C)S(=O)(=O)c2ccc(C(C)(C)C)cc2)cc1	7%	-16%	-19%[10.9 µM]	?

Random excerpt: 3 records from the list
SMILES	p53ts 32C kill	p53ts 39C tox	Peg3 imprint	IkB sig inh
CCc1cccc(-n2nnc(-c3nc(-c4ccccc4Cl)no3)c2N)c1	-3%	4%	4%[10.9 µM]	-0.5%
CCOC(=O)CNc1c(-c2ccc(F)cc2)nc2cnccn12	1%	-6%	-16%	0.2%
Cc1ccccc1OCCn1cc(C(=O)c2ccco2)c2ccccc21	14%	-12%	-10%[10.9 µM]	?

Next section
SMILES	p53ts 32C kill	p53ts 39C tox	Peg3 imprint	IkB sig inh
COc1ccc(-c2ccc3c(N)c(C(=O)c4ccc(OC)c(OC)c4)sc3n2)cc1	-23%	?	18%[10.9 µM]	?
O=C1c2ccccc2C(=O)C1c1ccnc2ccccc12	?	5.6µM*	·	·
CCc1ccc(N2CC(C(=O)Nc3nccs3)CC2=O)cc1 (stereo unspecified)	6%	-6%	-12%	0.9%
O=C(CCSc1nc(-c2ccc3c(c2)OCO3)cc(C(F)(F)F)n1)NCc1ccco1	-8%	-12%	-19%	-2.4%
CCN1C(=O)C(CC(=O)NC2CCCCC2)N(CC)C1=O (stereo unspecified)	-5%	2%	2%	1.8%
Cc1nn(-c2ccccc2)c2sc(C(=O)N(CC(=O)NC3CCCC3)Cc3ccco3)cc12	-7%	-30%	-11%	?
COc1ccc(NC(=O)C2c3cc(OC)c(OC)cc3C(=O)N(C)C2c2cccnc2)cc1OC (stereo unspecified)	-9%	-1%	-2%	-1.5%
COc1ccc(Nc2nc3c(S(=O)(=O)c4ccc(Br)cc4)nnn3c3ccsc23)c(OC)c1	-1%	33%[activator]	-13%[10.9 µM]	0.5%
CCc1ccc(S(=O)(=O)Nc2ccc3oc(C)c(C(=O)OCCOC)c3c2)cc1	12%	-3%	-9%[10.9 µM]	?
COc1ccc(OC)c(-c2nnc(SCC(=O)N3CCOCC3)o2)c1	2%	6%	-9%	-1.6%
COc1cccc(N2CCN(C(=O)c3ccc(N4C(=O)NC5CC4(C)Oc4ccccc45)cc3)CC2)c1 (stereo unspecified)	7%	1%	-2%	0.7%
O=S(=O)(NCCc1cn2ccccc2n1)c1cccs1	-19%	-15%	-18%	-1.4%
Cc1cc2oc(C(=O)N(Cc3ccco3)C3CCS(=O)(=O)C3)cc(=O)c2cc1Cl (stereo unspecified)	8%	5%	-6%	-1.3%
Cc1cc(NC(=O)c2ccc3c(c2)N(Cc2cccc(Cl)c2)C(=O)c2ccccc2S3=O)ccc1Br (stereo unspecified)	18%	7%	-10%[10.9 µM]	?
Cn1cc(-c2nc3cnc(Oc4ccccc4)nc3n(C)c2=O)c2ccccc21	-3%	-7%	?	-1.3%[11.4 µM]
NC(=O)c1ccc(-n2nnnc2SCc2ccccc2)cc1	2%	7%	-7%	-0.9%
COC(=O)C1=C(CSc2nncn2C)NC(=O)NC1c1cc(C)ccc1C (stereo unspecified)	-1%	8%	16%	-0.2%
CCC(C)OC(=O)c1[nH]c2c(c1C)C(=O)CC(c1ccc(N(C)C)cc1)C2 (stereo unspecified)	1%	-6%	-18%	12%
Cc1cc(C(=O)OCC(=O)NC2CCS(=O)(=O)C2)c(C)n1-c1ccccc1 (stereo unspecified)	6%	-8%	-14%	4.5%
CCCCSCCCNC(=O)c1cn(C)c2ccc(S(=O)(=O)N3CCCCCC3)cc2c1=O	2%	-4%	-10%[10.9 µM]	0.0%
CCOC(=O)NCc1ccc(S(=O)(=O)Nc2ccccc2C)cc1	9%	-2%	-13%	-1.0%
COc1ccc(-c2nc(SCCOc3cc(C)ccc3C(C)C)n3[nH]c(=O)cc3n2)cc1	0%	-20%	-9%[10.9 µM]	-2.1%
CC(O)CNc1nc2c(c(=O)n(C)c(=O)n2C)n1C/C=C/c1ccccc1 (stereo unspecified)	-24%	-16%	-9%	1.8%
CCc1c(C)c2cc3c(c(C)c2oc1=O)OCN(CCc1ccc(OC)c(OC)c1)C3	-1%	-5%	-14%[10.9 µM]	?
COc1cc(OC)c(NC(=O)CS(=O)(=O)Cc2nc(-c3ccc(C)cc3)oc2C)cc1Cl	0%	-5%	-12%	0.3%
CCOc1ccccc1NC(=O)C1CCN(S(=O)(=O)c2ccc3[nH]c(=O)oc3c2)CC1	1%	-15%	-3%[10.9 µM]	?
CCc1cc2c(nc1CC)CCN(CC/C(C)=N/OC[C@@H](O)[C@@H]1O[C@@H]3OC(C)(C)O[C@@H]3[C@H]1O)C2	10%[9.22 µM]	14%[9.22 µM]	·	·
COCCCNS(=O)(=O)c1cc(-c2onc(C)c2C)ccc1OC	11%	-11%	-6%[10.9 µM]	0.3%
O=C1N=c2ccccc2=C1c1sc(=S)n(CC2CCCO2)c1O (stereo unspecified)	7%	-3%	0%	-0.4%
Cc1cccc(C(=O)Nc2sc3c(c2C(=O)NC(C)C)CCCC3)c1	6%	8%	-8%[10.9 µM]	?
Cn1c(=O)c2c(-c3ccccc3F)c3c(nc2n(C)c1=O)-c1ccccc1C3O (stereo unspecified)	8%	-15%	·	·
Cc1ccc(NS(=O)(=O)N(C)C)cc1	7%	3%	·	·
COc1ccc(OC)c(NC(=O)c2c(NC(=O)CNCc3ccco3)sc3c2CCC3)c1	3%	-2%	-16%	-0.2%
C=CCn1c(SCn2nnc3ccccc3c2=O)nnc1-c1ccc(Cl)cc1	2%	0%	-3%	2.2%
Cc1ccc(Nc2cc(C)nc(-n3nc(C)cc3C)n2)cc1	-6%	-20%	-13%[10.9 µM]	-2.0%
COc1ccc(OC)c(NC(=O)CN2CCN(C(=O)c3ccco3)CC2)c1	11%	3%	-5%	-1.4%

Entries above with a Cl atom, in the order listed:
SMILES	p53ts 32C kill	p53ts 39C tox	Peg3 imprint	IkB sig inh
O=C(Cc1ccc(Cl)cc1)NCC(c1cccs1)S(=O)(=O)c1ccccc1 (stereo unspecified)	5%	-17%	2%[10.9 µM]	?
CCOC(=O)N1CCN(C(=O)CNC(=O)Cc2ccc(Cl)cc2)CC1	6%	14%	-12%	0.6%
COc1cccc(C2CC(c3ccccc3Cl)n3nnnc3N2)c1 (stereo unspecified)	-2%	-19%	-3%	1.7%
CCOc1cc(C2CC(=O)Nc3c2c(=O)nc(SCc2cccc(Cl)c2)n3C)ccc1O (stereo unspecified)	?	-10%	?	?
Cc1cc(Nc2nc3c(c(=O)n(C)c(=O)n3C)n2C)n(-c2ccc(Cl)cc2)n1	23%	16%	16%	2.1%
O=C(NNS(=O)(=O)c1ccccc1)C1CCN(S(=O)(=O)c2ccc(Cl)cc2)CC1	0%	5%	·	·
CCc1cccc(-n2nnc(-c3nc(-c4ccccc4Cl)no3)c2N)c1	-3%	4%	4%[10.9 µM]	-0.5%
Cc1csc(NC(=O)Nc2ccc(Cl)cc2)n1	-6%	-4%	-13%	?
Cc1cc2oc(C(=O)N(Cc3ccco3)C3CCS(=O)(=O)C3)cc(=O)c2cc1Cl (stereo unspecified)	8%	5%	-6%	-1.3%
Cc1cc(NC(=O)c2ccc3c(c2)N(Cc2cccc(Cl)c2)C(=O)c2ccccc2S3=O)ccc1Br (stereo unspecified)	18%	7%	-10%[10.9 µM]	?
COc1cc(OC)c(NC(=O)CS(=O)(=O)Cc2nc(-c3ccc(C)cc3)oc2C)cc1Cl	0%	-5%	-12%	0.3%
C=CCn1c(SCn2nnc3ccccc3c2=O)nnc1-c1ccc(Cl)cc1	2%	0%	-3%	2.2%
